V-ATPase pHluor – regulators of yeast V-ATPase proton pumping, primary screen, pHLuorin cytosolic pH fluorescence. response, % at 10 µM. S. cerevisiae. 0.37% of 350,000 active; in the data active = response mostly above about 7.3%, no sharp cut-off; inactive = mostly below about 5.4%; note: actives read high; inactives centre near 0; some compounds called inactive have numbers as strong as hits; reference of the scale not given here
MITF TRPM1 HTS – activators of MITF-driven TRPM1 promoter reporter, primary screen, cell-based, SK-MEL-5, luciferase, single point; SK-MEL-5 TRPM1-promoter luciferase, 24 h; % of positive control, neutral wells = 0; 0.75% of 300,000 active; AID 588334, 2011; activation, % at 12.5 µM;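 active = mean activation of at least 80% with every replicate also reaching 80%; inconclusive = mean reaches 80% but some replicate falls short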;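 note: 0% = neutral control wells and 100% = parthenolide positive control wells; values of inactives mirror those of a sister screen read the other way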
Wnt bcat act – Wnt/beta-catenin pathway activators, primary screen, cell-based, plate reader, single point; Wnt/beta-catenin reporter cell assay, activator; activation, % at 9.35 µM; 1.2% of 300,000 active; in the data active = activation above about 30%, passing the limit was not always enough; inconclusive = no clear call, values can overlap the other calls;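 note: 0% = neutral control wells and 100% = positive control wells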
Rtt109 Vps75 – inhibitors of C. albicans Rtt109/Vps75 HAT, primary screen, biochemical, ThioGlo CoA-SH fluorescence, plate reader; Histone acetyltransferase RTT109 (Candida albicans (strain SC5314 / ATCC MYA-2876)), …; purified Rtt109/Vps75, 4 h; inhibition, % at 34.9 µM; 0.16% of 330,000 active; AID 540336, 2011;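 active = inhibition of at least 50% in every replicate; inconclusive = best replicate reaches 50% inhibition but some replicates fall short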
Target sequence (Q5AAJ8 whole entry, looked up): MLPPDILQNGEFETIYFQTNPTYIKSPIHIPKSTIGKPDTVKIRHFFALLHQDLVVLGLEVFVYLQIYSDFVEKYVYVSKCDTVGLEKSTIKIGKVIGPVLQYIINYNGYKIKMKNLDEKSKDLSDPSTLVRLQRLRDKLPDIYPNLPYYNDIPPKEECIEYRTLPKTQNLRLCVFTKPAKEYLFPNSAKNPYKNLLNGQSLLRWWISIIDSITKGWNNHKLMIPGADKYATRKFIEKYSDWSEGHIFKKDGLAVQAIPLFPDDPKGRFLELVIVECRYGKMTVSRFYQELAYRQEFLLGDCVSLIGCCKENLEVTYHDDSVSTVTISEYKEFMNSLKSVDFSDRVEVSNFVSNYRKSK
CAL PDZ FP-1 – untagged CAL PDZ binding inhibitors, primary screen, biochemical, fluorescence polarization, HTS; Golgi-associated PDZ and coiled-coil motif-containing protein (Homo sapiens), Q9HD26; purified CAL PDZ, TMR-peptide fluorescence polarization, 1 h; inhibition, % at 24.9 µM; 0.92% of 300,000 active; AID 602252, 2012;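 active = mean inhibition of at least 30% with at least half of replicates also reaching 30%; inconclusive = no clear call, values can overlap the other calls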;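 note: 0% = DMSO neutral control and 100% = excess unlabeled competitor peptide PRC23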
cardiac RTF act – cardiac RTF calcium sensitivity activators, primary screen, biochemical, IANBD-TnC fluorescence, EC20 calcium. IANBD-labeled TnC RTF fluorescence at EC20 calcium; 0% EC20 calcium, 100% full calcium. Troponin I, cardiac muscle (Homo sapiens) + Troponin T, cardiac muscle (Homo sapiens) + …. 0.24% of 340,000 active. activation, % at 7.2 µM;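 active = activation above the mean over all tested compounds plus 3 SD, cut at about 30% in these data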;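 note: rise in fluorescence read as greater calcium sensitivity of cardiac thin filaments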
dFosB act – activators of delta FosB homodimer, primary screen, biochemical, fluorescence polarization, TAMRA-CDK5 oligo, single point; Protein FosB (Mus musculus), P13346; purified delta FosB; percent of positive-control signal above neutral wells; activation, % at 25 µM; 0.99% of 340,000 active; AID 493131, 2011;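 active = mean activation above about 17%, with every replicate also reaching it, limit read from the data, passing the limit was not always enough; inconclusive = only one of the two conditions met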;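 note: fluorescence polarization rise as delta FosB binds a TAMRA Cdk5 AP-1 oligo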
CDK5 inh – inhibitors of human CDK5/p35 kinase, primary screen, biochemical, single concentration; Cyclin-dependent kinase 5 (Homo sapiens) + Cyclin-dependent kinase 5 activator 1 (Homo …; Recombinant CDK5/p35, ADP-Glo luminescence, 60 min; inhibition, % at 10 µM; 0.01% of 330,000 active; AID 488839, 2010;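 active = highest replicate inhibition of at least 50% and at least 75% of replicates reaching 50%; inconclusive = only one of the two criteria met; inactive = both criteria failed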;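 note: plate controls were DMSO neutral control for no effect and GW8510 at 10 µM for full effect; many of its hits are not listed in these tables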
Target sequence (Q00535 whole entry, looked up): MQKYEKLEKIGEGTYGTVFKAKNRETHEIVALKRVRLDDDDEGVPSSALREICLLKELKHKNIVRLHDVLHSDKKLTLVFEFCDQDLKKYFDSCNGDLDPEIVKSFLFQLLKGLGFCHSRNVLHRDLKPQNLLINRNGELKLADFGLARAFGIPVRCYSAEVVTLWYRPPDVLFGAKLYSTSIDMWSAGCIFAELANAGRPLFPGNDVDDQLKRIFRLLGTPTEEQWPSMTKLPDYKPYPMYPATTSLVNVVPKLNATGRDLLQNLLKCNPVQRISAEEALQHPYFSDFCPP
Target sequence (Q15078 whole entry, looked up): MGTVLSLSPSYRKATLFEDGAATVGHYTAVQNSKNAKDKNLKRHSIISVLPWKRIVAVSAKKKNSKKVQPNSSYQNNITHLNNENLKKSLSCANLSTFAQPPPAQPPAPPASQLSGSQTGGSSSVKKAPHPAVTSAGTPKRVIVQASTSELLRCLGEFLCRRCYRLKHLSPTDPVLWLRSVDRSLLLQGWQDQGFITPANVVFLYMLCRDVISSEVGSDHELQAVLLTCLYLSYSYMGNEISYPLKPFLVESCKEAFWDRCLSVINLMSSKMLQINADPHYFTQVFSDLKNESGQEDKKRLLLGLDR
CAL PDZ FP-2 – CAL PDZ peptide-binding inhibitors, primary screen, biochemical, fluorescence polarization, Cer-tagged CAL PDZ, HTS | Golgi-associated PDZ and coiled-coil motif-containing protein (Homo sapiens), Q9HD26 | purified CAL PDZ, TMR-peptide fluorescence polarization, 1 h | inhibition, % at 20 µM | 0.02% of 330,000 active | AID 504414, 2011;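 active = highest replicate inhibition of at least 40%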;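 note: plate controls were DMSO neutral control wells for no effect and unlabeled competitor peptide control wells for full effect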
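System: purified tagged CAL PDZ domain construct (CerCALP). Schedule: 1 h incubation at room temperature before polarization reading. Medium: 25 mM sodium phosphate pH 7.4, 150 mM NaCl, TCEP, IgG, Thesit. Read-out: percent inhibition from loss of millipolarization. Measured by: FP readout, S and P plane fluorescence. Probe or stimulus: fluorescent TMR peptide probe.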
Tat transport – E. coli Tat export inhibitors, primary screen, MC4100, TorA-mCherry reporter, fluorescence, single point; inhibition, % at 10 µM; 0.036% of 340,000 active; AID 488895, 2010;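 active = mean replicate inhibition at least 50% and at least half of replicates individually reaching 50%; inconclusive = only one of the two criteria met; inactive = neither criterion met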;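 note: exported cargo escapes ClpAP degradation while cytoplasmic cargo is degraded and loses fluorescence; 0% = median of neutral control wells and 100% = median of NaSCN control wells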
An asterisk follows results filed as active; ? = inconclusive; nt = no result given.

Compound | V-ATPase pHluor | MITF TRPM1 HTS | Wnt bcat act | Rtt109 Vps75 | CAL PDZ FP-1 | cardiac RTF act | dFosB act | CDK5 inh | CAL PDZ FP-2 | Tat transport
CCN1C(=O)[C@@H]2[C@H](C1=O)[C@@H]1C(=O)Nc3ccccc3C(=O)N1[C@@H]2c1cccc(C)c1 | 0 | 0 | 0 | -7 | -1 | 7 | 4 | 0.5 | 0.2 | -7
COCCn1c(Cc2ccccc2)nnc1SCC(=O)Nc1ccccc1 | -5 | 6 | nt | 2 | 0 | 4 | -2 | -0.2 | -1.0 | 1
CCOC(=O)[C@@H]1[C@H]2COc3ccccc3[C@H]2N2C(=O)N(c3ccc(Cl)cc3)C(=O)[C@]12C | 2 | 13 | -3 | 5 | -5 | 2 | 5 | 1.7 | 0.4 | 1
COc1ccc(C(=S)NCS(=O)(=O)c2ccc(C)cc2)cc1 | -3 | 4 | -7 | 11 | -4 | 8 | -6 | -2.8 | -1.2 | 0
COC(=O)C1=C(C)NC2=C(C(=O)CCC2)C1c1ccc(-c2ccsc2C(=O)OC)o1 (stereo unspecified) | 0 | 2 | -3 | ? | -4 | 2 | 7 | 0.6 | 0.3 | 15
Cc1ccc(S(=O)(=O)NNC(=S)Nc2cccc(F)c2)cc1 | 2 | -8 | -1 | 21 | -4 | 8 | 0 | 1.1 | -0.8 | -13
O=C(Nc1n[nH]c(=S)s1)c1ccco1 | 1 | 7 | 2 | -5 | nt | 5 | 3 | 1.4 | 0.2 | -4
Cc1ccc(C(=O)NCc2nc3ccccc3[nH]2)o1 | -3 | -4 | 0 | -6 | 0 | -2 | -1 | 1.6 | -0.9 | 9

Continuation:
Compound | V-ATPase pHluor | MITF TRPM1 HTS | Wnt bcat act | Rtt109 Vps75 | CAL PDZ FP-1 | cardiac RTF act | dFosB act | CDK5 inh | CAL PDZ FP-2 | Tat transport
COc1ccc(CCNC(=O)CC(=O)N/N=C/c2ccc(Br)cc2)cc1OC | 6 | -5 | -1 | -2 | -2 | 2 | 8 | 2.5 | nt | -11
O=C(NC(=S)N1CCCC1)c1ccc(Cl)cc1 | 0 | -3 | 4 | 0 | -5 | -2 | 2 | -2.0 | 0.3 | -1
CC1=CC(C)(C)Nc2ccc(OC(=O)CCN3C(=O)c4ccccc4C3=O)cc21 | 12 | -20 | -2 | 6 | -5 | 0 | -12 | 0.8 | -2.1 | -1
COc1ccc(CCNCc2ccc(OCc3ccccc3)cc2)cc1 | 0 | 5 | 2 | 13 | -3 | 5 | -17 | -2.0 | -4.2 | -1
CCOc1ccc(NC(=O)c2sc(N3CCOCC3)nc2-c2ccccc2)cc1 | -2 | 7 | nt | 16 | 0 | 2 | -5 | 0.3 | -0.3 | 2
CC(=O)Nc1cccc2c1C(=O)N(c1ccc(C)cc1)C2=O | -4 | nt | nt | -3 | -3 | 1 | -4 | -0.9 | -0.6 | -14
CC(C1CC2CCC1C2)N1CC(O)=C(c2nc3ccccc3[nH]2)C1=N (stereo unspecified) | -1 | 3 | 1 | 47 | 0 | -3 | -12 | -2.2 | -5.8 | 5
CCCCc1nc2cc(C(=O)N3CCC[C@H]3CO)ccc2o1 | 0 | 22 | 3 | -6 | 1 | 6 | 5 | -0.5 | -1.3 | -9

Other records:
Structure,V-ATPase pHluor,MITF TRPM1 HTS,Wnt bcat act,Rtt109 Vps75,CAL PDZ FP-1,cardiac RTF act,dFosB act,CDK5 inh,CAL PDZ FP-2,Tat transport
O=C(NN1C(=O)c2ccccc2NC1c1ccc([N+](=O)[O-])o1)c1ccc([N+](=O)[O-])cc1 (stereo unspecified),3,-33,4,6,nt,4,-2,-2.9,-0.6,0
CNS(=O)(=O)c1ccc(C(=O)NCC(=O)NCC2COc3ccccc3O2)cc1 (stereo unspecified),1,1,0,-8,-2,-1,4,0.9,-0.9,7
COc1ccc(C(=O)Nc2cccc(C(=O)NCc3ccccc3)c2)cc1,-2,12,1,-1,-6,-2,-8,0.6,-2.1,1
COC(=O)[C@@H]1Cc2c([nH]c3ccccc23)C(C)(C)N1C(=O)CCl,0,-24,-1,-7,5,-2,4,-0.6,-0.5,1
COc1cc(CC(=O)N2CCC(n3nccc3NC(=O)C3CC3)CC2)cc(OC)c1OC,-3,10,-2,-6,-3,3,-10,0.8,-1.8,5
CC1(NC(=O)NCc2ccco2)CCS(=O)(=O)C1 (stereo unspecified),0,-1,2,-1,3,-6,-8,-6.2,-1.9,36
CCn1c(=O)c(=O)[nH]c2cc(C(=O)NCC3CCCCC3)ccc21,0,2,-6,-2,-4,4,-6,-1.2,-0.3,-9
Cc1ccc(C2(C)NC(=O)N(CC(=O)N(c3ccccc3)C3CCS(=O)(=O)C3)C2=O)cc1 (stereo unspecified),-1,-2,0,4,-2,1,-6,-1.1,0.9,-3
COc1ccc(C2=NC(C)(C)Cc3cc(OC)c(OC)cc32)cc1OC,0,-9,1,-2,0,-1,1,0.0,-0.6,3
CN(C)CCCNC(=O)C[C@H]1C[C@H](C(=O)N2CCCCC2)[C@@]2(CCc3ccccc3)c3[nH]c4ccc(Cl)cc4c3CCN2C1=O,-1,-105,-2,1,-3,-2,3,2.6,1.5,-2
CS(=O)(=O)c1cccc(NC(=O)C2CCCN2S(=O)(=O)c2ccc(F)cc2)c1 (stereo unspecified),-1,5,1,7,-2,-2,1,0.0,-2.9,0
COc1ccc(CCNC2=NCC(C)S2)cc1 (stereo unspecified),0,8,-3,6,3,-4,6,-1.3,-0.1,-10

Other compounds:
Structure,V-ATPase pHluor,MITF TRPM1 HTS,Wnt bcat act,Rtt109 Vps75,CAL PDZ FP-1,cardiac RTF act,dFosB act,CDK5 inh,CAL PDZ FP-2,Tat transport
CCCNC(=O)CN1C(=O)NC(CCSC)C1=O (stereo unspecified),-1,8,4,2,0,-1,-7,0.4,0.9,1
COc1ccc(CNn2c(-c3cccs3)nc3ccccc3c2=O)cc1OC,-1,0,-3,-2,-2,2,-15,-0.6,-0.6,-5
CC(C)CNC(=O)CSc1ccc(S(=O)(=O)N2CCN(C)CC2)cn1,2,2,-1,-3,39*,2,-1,-0.8,-0.5,1
Cc1ccc(Nc2n[nH]c(C)c2[N+](=O)[O-])cc1,-2,96*,45*,-1,-5,3,-2,-3.6,-0.2,-3
COc1ccc(NC(=O)c2oc3ccc(S(=O)(=O)N4CCOCC4)cc3c2C)c(OC)c1,5,3,2,0,-2,5,-1,-10.0,-1.0,18
COc1cc(C(=S)N2CCOCC2)cc(OC)c1OC(=O)c1cc([N+](=O)[O-])cc([N+](=O)[O-])c1,-1,-2,nt,-10,2,-5,-3,-1.8,-1.7,6
CC12CC(c3ccccc3O1)N(C(=O)c1ccco1)C(=S)N2c1ccccc1 (stereo unspecified),-2,nt,-11,12,-18,1,-2,-0.6,nt,0
O=C(/C=C/c1ccc([N+](=O)[O-])cc1)NCCSCc1ccco1,-1,1,nt,4,0,2,-9,2.1,-2.9,4
Cc1ccc(C2(C(F)(F)F)NC(=O)N3C(=C2C#N)Nc2ccccc23)cc1 (stereo unspecified),5,nt,-5,-5,-5,-1,23*,0.8,0.6,-4
COc1ccccc1Nc1nc(N)nc(CSc2nc(C)cc(C)n2)n1,6,nt,17,2,nt,5,-9,0.9,-1.2,3
CC(C)C(=O)Nc1ccc(N2CCN(c3ccc(F)cc3)CC2)cc1,1,1,1,7,3,0,2,-0.6,0.3,1
O=C(CCc1nnc(C2CCCCC2)o1)N1CCN(Cc2ccccc2)CC1,-3,7,5,-12,1,-5,-7,1.3,-0.2,-2
CCOC(=O)c1c(NC(=O)Cn2c(=O)oc3ccccc32)oc(C)c1C(C)=O,2,1,1,-4,-1,-3,-2,5.4,-0.7,-11
O=C(NC1CC(=O)N(c2ccccc2)C1)N1CCN(C(=O)c2ccco2)CC1 (stereo unspecified),-1,-5,0,-5,-5,-3,-5,0.5,-2.7,-6
CCCCn1c(N)c(N(CC(C)C)C(=O)c2cc3c(s2)CCCCC3)c(=O)[nH]c1=O,2,10,4,-4,1,-4,-5,-3.0,-1.6,2

Limited to V-ATPase pHluor and CDK5 inh, for some of the entries so far:
molecule	V-ATPase pHluor	CDK5 inh
O=C(NC1CC(=O)N(c2ccccc2)C1)N1CCN(C(=O)c2ccco2)CC1 (stereo unspecified)	-1	0.5
COc1ccccc1Nc1nc(N)nc(CSc2nc(C)cc(C)n2)n1	6	0.9
COc1cc(C(=S)N2CCOCC2)cc(OC)c1OC(=O)c1cc([N+](=O)[O-])cc([N+](=O)[O-])c1	-1	-1.8
O=C(/C=C/c1ccc([N+](=O)[O-])cc1)NCCSCc1ccco1	-1	2.1

Assay outcomes deposited in PubChem by several laboratories.

Not a hit list; 4.1% or so of the library scored in one or more.
